# Bioassay records from PubChem BioAssay.
# APP 5'UTR act: APP 5'UTR luciferase reporter activation; SH-SY5Y APP 5'UTR luciferase reporter, luminescence; zero percent = DMSO vehicle wells; activation, % at 2 µM; hit rate 1% among 190,000; AID 1276;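 active = activation above a set limit, based on mean plus 3 SD of controls, cut at about 140% in these data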; also: values of inactives mirror those of a sister screen read the other way
# NF-kB expr up: raises NF-kB expression in human neuronal cells | NF-kB reporter expression; stronger effect = higher value | fold change at 12.5 µM | hit rate 1.6% among 190,000 | AID 1239; in the data active = fold change above about 3.3
# STAT3 activator: activators of IL-6 induced STAT3 signaling; activation (% of control), % at 5.6 µM; AID 871; hit rate 0.91% among 190,000; U3A cells, IL-6 STAT3-luciferase reporter, luminescence; 100% = signal with IL-6 EC80 alone;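 active = activation above the screen-wide mean of compound activation plus 3 SD, cut at about 130% in these data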;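 also: 0% = background luminescence of wells with medium and substrate only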
#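 System – human U3A cells carrying STAT3-luciferase construct · Probe or stimulus – Interleukin-6, 33 ng/mL · Schedule – compound 1 h, then IL-6 6 h at 37 °C · Signal – luminescence from STAT3-driven luciferase reporter · Evaluation – percent of IL-6-only median luminescence · Benchmarks – IL-6-only high control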
# STAT3 blocker: reduces IL-6 driven STAT3 reporter signal | U3A cells, IL-6 STAT3-luciferase reporter, luminescence; host cell line lacks STAT1 | inhibition, % at 5.5 µM | hit rate 0.89% among 190,000 | AID 862;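 active = inhibition above the mean inhibition across all screened compounds plus 3 SD, cut at about 44% in these data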;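 also: 0% = DMSO only wells and 100% = 100 µM nifuroxazide control wells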
# TLR4-MyD88 BLA: blocks binding of human TLR4 to MyD88 | O00206+Q99836 | HeLa CL3-4 TLR4/MyD88 BLA complementation, FRET ratio | inhibition, % at 8.4 µM | hit rate 0.18% among 200,000 | AID 861; in the data active = inhibition above about 25%;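 also: 0% = vehicle and 100% = reference inhibitor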
# Target sequence (O00206 whole entry, looked up): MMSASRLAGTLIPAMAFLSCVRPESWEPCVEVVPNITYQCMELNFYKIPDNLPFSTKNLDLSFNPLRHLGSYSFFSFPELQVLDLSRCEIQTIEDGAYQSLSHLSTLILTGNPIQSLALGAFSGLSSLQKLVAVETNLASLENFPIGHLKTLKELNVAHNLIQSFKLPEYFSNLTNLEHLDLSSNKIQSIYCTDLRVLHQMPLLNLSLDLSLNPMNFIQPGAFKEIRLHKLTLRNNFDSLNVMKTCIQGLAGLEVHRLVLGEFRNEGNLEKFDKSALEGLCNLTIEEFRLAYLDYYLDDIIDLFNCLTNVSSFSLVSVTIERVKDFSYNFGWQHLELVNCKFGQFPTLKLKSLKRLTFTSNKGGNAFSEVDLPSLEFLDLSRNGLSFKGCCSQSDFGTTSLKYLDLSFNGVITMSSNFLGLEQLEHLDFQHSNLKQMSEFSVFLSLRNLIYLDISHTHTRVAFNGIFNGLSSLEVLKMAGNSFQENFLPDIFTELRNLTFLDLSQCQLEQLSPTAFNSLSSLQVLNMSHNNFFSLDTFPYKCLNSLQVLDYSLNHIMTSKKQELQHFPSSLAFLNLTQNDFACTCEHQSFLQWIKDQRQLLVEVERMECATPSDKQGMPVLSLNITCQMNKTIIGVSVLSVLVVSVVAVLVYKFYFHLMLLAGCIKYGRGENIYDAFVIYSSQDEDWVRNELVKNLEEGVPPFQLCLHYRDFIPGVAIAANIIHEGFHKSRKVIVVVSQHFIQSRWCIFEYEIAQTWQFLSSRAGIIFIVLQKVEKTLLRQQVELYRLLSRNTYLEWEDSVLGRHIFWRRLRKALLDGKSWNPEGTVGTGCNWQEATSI
# Target sequence (Q99836 whole entry, looked up): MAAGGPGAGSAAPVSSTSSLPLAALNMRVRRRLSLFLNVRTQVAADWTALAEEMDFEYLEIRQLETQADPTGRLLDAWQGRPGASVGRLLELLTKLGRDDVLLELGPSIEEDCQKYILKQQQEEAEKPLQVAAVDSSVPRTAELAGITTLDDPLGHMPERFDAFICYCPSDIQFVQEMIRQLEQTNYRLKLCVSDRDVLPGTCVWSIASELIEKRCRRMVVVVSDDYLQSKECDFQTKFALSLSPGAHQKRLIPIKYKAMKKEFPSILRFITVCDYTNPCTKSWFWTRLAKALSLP
# DTT redox prof: compounds producing H2O2 with reducing agent – biochemical, NIH compound library profiling, artefact control for MLSCN library redox annotation, primary screen. DTT-dependent redox cycling H2O2, phenol red/HRP absorbance; 100% = 100 µM peroxide control, 0% = buffer. activation, % at 10 µM. hit rate 0.03% among 200,000. AID 878;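 active = activation of at least 50% relative to the plate's high and low controls in the primary single-dose screen; inactive = activation below 50%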;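 also: compound incubated with DTT at 0.8 mM final as the reducing agent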
# HMGR II inh: inhibitors of class II HMG-CoA reductase from Enterococcus faecalis; inhibition, % at 10 µM; purified E. faecalis HMGR, NADPH absorbance 340 nm kinetic; hit rate 0.41% among 190,000;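 active = inhibition above a set limit, the median over all tested compounds plus 3 SD, cut at about 9.5% in these data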;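 also: enzyme runs in reverse so mevalonate oxidation gives rising NADPH absorbance; 0% = complete reaction with DMSO and 100% = background rate lacking mevalonate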
# STAT1 act: STAT1 signaling activation. NIH 3T3 STAT1-luciferase reporter, IFN-gamma, luminescence; 100% = IFN-gamma alone, no compound. activation (% of control), % at 5.5 µM. hit rate 2.6% among 200,000. AID 932;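 active = activation above the screen-wide mean activation plus 3 SD, cut at about 130% in these data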;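 also: raw ratio to IFN-gamma control signal so 100% means no change and 0% no light; values of inactives mirror those of a sister screen read the other way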
# Hsp70 act: switches on Hsp70 transcription; activation, % at 10 µM; AID 1203; HeLa Hsp70 promoter luciferase reporter, luminescence; scaled: vehicle 0, proteasome-inhibitor control 100%; hit rate 0.04% among 200,000;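 active = activation above the mean across all tested compounds plus 3 SD, cutoff set per campaign, cut at about 5.5% in these data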;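 also: 100% = MG132 at 30 µM as the positive control and 0% = DMSO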
# STAT1 inh: reduces IFN-gamma driven STAT1 reporter signal. NIH 3T3 STAT1-luciferase reporter, luminescence. inhibition, % at 5.5 µM. hit rate 0.35% among 200,000;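 active = inhibition above a set limit, the mean inhibition across all tested compounds plus 3 SD, cut at about 34% in these data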;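 also: 0% = IFN-gamma with DMSO and 100% = IFN-gamma with 300 µM nifuroxazide; values of inactives mirror those of a sister screen read the other way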
# The depositor's hits bear a star; · = no result given. Rows were taken by chance. About 5.6% of those tested had a hit in this group.
SMILES,APP 5'UTR act,NF-kB expr up,STAT3 activator,STAT3 blocker,TLR4-MyD88 BLA,DTT redox prof,HMGR II inh,STAT1 act,Hsp70 act,STAT1 inh
O=C(Cn1cnc2ccccc2c1=O)OCCCCN1C(=O)c2ccccc2C1=O,17,0.92,81,30,15,-0.7,-2,94,-0.4,6
O=C(CSc1cccs1)NCCc1ccccc1,-3,1.8,102,3,3,-0.2,-3,107,0.0,-8
Cc1ccc(-n2ncc3c(=O)n(CC(=O)NCc4ccco4)cnc32)cc1,-10,1.1,96,4,-6,-2.1,1,97,-0.4,3
CCOC(NC(=O)c1ccccc1)C(NC(=O)c1ccccc1)OCC (configuration not stated),5,0.94,99,6,11,3.0,2,101,0.5,-1
O=C(Cc1ccc([N+](=O)[O-])cc1)N/N=C/c1ccco1,2,1.1,97,14,2,1.5,3,100,0.2,0
N#CC(C(=O)Nc1ccccc1)=C1Nc2ccccc2N1,-3,1.2,97,5,-1,-0.1,-3,116,-0.5,-26
CN1C(C(=O)Nc2ccccn2)=C(O)c2sccc2S1(=O)=O,-1,1.1,101,1,-8,0.3,-1,95,-0.3,6
COc1cc(/C=C/C(=O)O)ccc1OS(=O)(=O)c1ccc(C)cc1,25,1.1,95,9,-5,-1.4,4,108,-0.3,-9
Cc1ccc(-c2ccc(/C=N/N3C(=O)C4C5C=CC(C6CC56)C4C3=O)o2)c([N+](=O)[O-])c1 (configuration not stated),8,0.79,101,1,-3,-0.8,-2,90,0.0,12
Cc1occc1C(=O)OCC(=O)Nc1ccc(F)cc1,28,1.6,105,-2,5,1.7,-2,123,-0.1,-25
O=C(c1ccccc1)c1cc(-c2ccccn2)c(N2CCOCC2)s1,-5,1.1,93,9,-6,-1.3,-1,96,-0.3,4
Cc1onc(-c2ccccc2)c1C(=O)Nc1ccc(OC(C)C)cc1,9,0.81,91,16,-3,-0.3,-6,102,0.2,-3
Cc1ccc(C)n1NC(=O)c1ccccc1,7,1,98,7,-2,8.8,-3,95,-0.1,5
O=C(/C=N/O)NCCCn1ccnc1,4,1.1,102,1,-20,1.1,-2,96,-0.3,5
Cc1nc2ccc(S(=O)(=O)NCC(=O)N(C)Cc3ccco3)cc2s1,7,1.1,101,3,0,2.3,1,96,0.2,4
Cc1ccc(Cl)cc1NC(=O)CC1NCCNC1=O (configuration not stated),-1,1,102,1,-23,1.1,-1,109,0.0,-9
CCCc1nn(C)c(C(=O)Nc2ccccc2)c1Cl,156*,0.6,89,10,-13,0.2,-2,170*,-0.2,-77
O=C(NC1CCCCC1)C(c1ccco1)N(CCc1ccccc1)C(=O)C(F)(F)F (configuration not stated),·,1.1,95,9,20,-0.7,0,89,0.0,5
CCN(C(=O)CSc1nnc(Nc2ccccc2C)s1)C1CCS(=O)(=O)C1 (configuration not stated),-8,0.99,104,-2,-7,0.8,-6,110,-0.2,-11
O=C(NCCc1ccccn1)c1cccc(S(=O)(=O)N2CCc3ccccc32)c1,0,0.96,122,-23,-4,0.0,-1,85,-0.5,15
O=C(NCc1nnc(SCc2ccccc2)n1-c1ccccc1)C12CC3CC(CC(C3)C1)C2,25,0.93,104,-6,6,0.2,-4,109,-0.3,-10
COc1ccc(C2C(C#N)=C(N)OC3=C2C(=O)CCC3)cc1Cn1cc([N+](=O)[O-])cn1 (configuration not stated),2,1.3,108,-14,-12,-0.2,-4,104,-0.3,-4
FC(F)Oc1ccccc1/C=N/n1cnc2ccccc21,39,1.8,117,-11,13,-0.3,-6,134*,0.0,-37
Cc1nn(-c2ccc(C(=O)O)cc2)c(=O)c2ccccc12,-2,1.1,97,13,-9,2.6,1,104,0.3,-4
CCOc1ccccc1/C=c1\sc2ncnn2c1=O,12,1.8,98,6,-3,-0.5,-1,100,0.0,-1
O=C(CCc1nnc(Cc2c[nH]c3ccccc23)o1)NCC1CC12CCCCC2 (configuration not stated),-16,1.5,107,-6,7,0.4,-1,96,-0.5,3
O=C1C2C3c4ccccc4C(c4ccccc43)C2C(=O)N1/N=C/c1cccc(O)c1 (configuration not stated),-2,0.75,101,5,-2,1.5,-8,100,0.0,0
COc1ccc(CNC(=O)CN(c2cc(C)cc(C)c2)S(=O)(=O)c2c(C)noc2C)cc1,0,0.9,104,4,1,0.0,2,100,0.5,0
Cc1cc(/C=N/NC(N)=S)c(C)n1-c1ccc(Cl)c(Cl)c1,-6,7.8*,97,1,-2,1.2,4,114,-0.2,-16
COc1ccccc1C(=O)NC(C)c1ccccc1 (configuration not stated),17,1,123,-18,1,-9.5,-5,103,-0.2,-3

# 12 of these compounds in another layout:
# Every second line gives: APP 5'UTR act | NF-kB expr up | STAT3 activator | STAT3 blocker | TLR4-MyD88 BLA | DTT redox prof | HMGR II inh | STAT1 act | Hsp70 act | STAT1 inh
CCN(C(=O)CSc1nnc(Nc2ccccc2C)s1)C1CCS(=O)(=O)C1 (configuration not stated)
 : -8 | 0.99 | 104 | -2 | -7 | 0.8 | -6 | 110 | -0.2 | -11
O=C(NCCc1ccccn1)c1cccc(S(=O)(=O)N2CCc3ccccc32)c1
 : 0 | 0.96 | 122 | -23 | -4 | 0.0 | -1 | 85 | -0.5 | 15
O=C(NCc1nnc(SCc2ccccc2)n1-c1ccccc1)C12CC3CC(CC(C3)C1)C2
 : 25 | 0.93 | 104 | -6 | 6 | 0.2 | -4 | 109 | -0.3 | -10
COc1ccc(C2C(C#N)=C(N)OC3=C2C(=O)CCC3)cc1Cn1cc([N+](=O)[O-])cn1 (configuration not stated)
 : 2 | 1.3 | 108 | -14 | -12 | -0.2 | -4 | 104 | -0.3 | -4
FC(F)Oc1ccccc1/C=N/n1cnc2ccccc21
 : 39 | 1.8 | 117 | -11 | 13 | -0.3 | -6 | 134* | 0.0 | -37
Cc1nn(-c2ccc(C(=O)O)cc2)c(=O)c2ccccc12
 : -2 | 1.1 | 97 | 13 | -9 | 2.6 | 1 | 104 | 0.3 | -4
CCOc1ccccc1/C=c1\sc2ncnn2c1=O
 : 12 | 1.8 | 98 | 6 | -3 | -0.5 | -1 | 100 | 0.0 | -1
O=C(CCc1nnc(Cc2c[nH]c3ccccc23)o1)NCC1CC12CCCCC2 (configuration not stated)
 : -16 | 1.5 | 107 | -6 | 7 | 0.4 | -1 | 96 | -0.5 | 3
O=C1C2C3c4ccccc4C(c4ccccc43)C2C(=O)N1/N=C/c1cccc(O)c1 (configuration not stated)
 : -2 | 0.75 | 101 | 5 | -2 | 1.5 | -8 | 100 | 0.0 | 0
COc1ccc(CNC(=O)CN(c2cc(C)cc(C)c2)S(=O)(=O)c2c(C)noc2C)cc1
 : 0 | 0.9 | 104 | 4 | 1 | 0.0 | 2 | 100 | 0.5 | 0
Cc1cc(/C=N/NC(N)=S)c(C)n1-c1ccc(Cl)c(Cl)c1
 : -6 | 7.8* | 97 | 1 | -2 | 1.2 | 4 | 114 | -0.2 | -16
COc1ccccc1C(=O)NC(C)c1ccccc1 (configuration not stated)
 : 17 | 1 | 123 | -18 | 1 | -9.5 | -5 | 103 | -0.2 | -3

# Next entries:
SMILES,APP 5'UTR act,NF-kB expr up,STAT3 activator,STAT3 blocker,TLR4-MyD88 BLA,DTT redox prof,HMGR II inh,STAT1 act,Hsp70 act,STAT1 inh
CN(Cc1ccccc1)C(=O)CCS(=O)(=O)c1ccc2c(c1)n(C)c(=O)c(=O)n2C,20,0.97,103,-4,10,-2.5,-7,104,-0.5,-4
Cc1ccoc1C(=O)N1CCCCC1C(=O)O (configuration not stated),24,1.4,98,14,0,-0.2,-4,95,0.0,5
CCOC(=O)N1CCN(C(=O)c2cn(C)c3ccc(S(=O)(=O)N4CCC(C)CC4)cc3c2=O)CC1,-7,1.2,100,8,1,0.4,1,98,-0.1,2
COC(=O)C1=C(C)N(Cc2ccc3c(c2)OCO3)C(=O)C1,1,1.1,107,-2,1,-0.3,-4,100,-0.1,-2
COc1ccc2c(Cl)c(C(=O)N/N=C3\CCCC(=O)C3)sc2c1,29,1.1,119,-15,12,-1.9,-1,128,-0.3,-32
O=C(O)Cn1cc2c(n1)CCCCC2,-13,0.98,98,7,-15,2.0,4,102,-0.5,-2
CN(C)S(=O)(=O)c1cccc(NC(=S)N/N=C/c2cccc(O)c2)c1,-1,0.91,93,10,15,0.7,-3,102,-0.2,-2
Cc1cc(NC(=O)C2CC2)n(-c2nc3ccccc3s2)n1,-9,1.5,160*,-70,-6,-0.1,0,117,-0.3,-20
O=C(O)C1CC=CCC1C(=O)c1ccccc1 (configuration not stated),1,1.1,100,4,1,0.2,-9,101,-0.2,-1
CC(C(=O)NC1CCCC1)N(Cc1ccc2c(c1)OCO2)C(=O)c1snc(C(N)=O)c1N (configuration not stated),-2,0.6,98,7,6,2.3,-7,98,-0.1,2
CSCCC(NS(=O)(=O)c1ccc2c(c1)OCCO2)C(=O)NCCc1ccccn1 (configuration not stated),2,0.94,99,6,12,-3.9,1,95,-0.4,6
CCN(CC)S(=O)(=O)c1ccc2oc(C(=O)NCc3ccc(F)cc3)c(C)c2c1,4,0.59,100,4,3,0.7,-4,95,-0.2,4
Cc1ccc(C(=O)NC(=S)Nc2c(C)ccc3nsnc23)cc1,13,1.3,128,-38,0,-0.3,-2,89,-0.5,14
